# High-throughput results: PubChem BioAssay, The Scripps Research Institute Molecular Screening Center
# CHO-K1 Ca PAM = nonselective calcium activators in parental CHO-K1 cells, primary screen, counter-screen for M1 PAM project, cell-based, Fluo-8 calcium fluorescence, full deck, 1536-well; ATP EC20; 0% at ATP EC20, 100% at ATP max; activation, % at 3 µM; actives 0.02% (n = 360,000);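 active means activation above the run cutoff, the mean activation of all test compounds plus 3 SD, cut at about 40% in these data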;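 further: peak over basal fluorescence ratio in a 140 s read after ATP addition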
# M1 PAM = human M1 muscarinic receptor positive allosteric modulators, primary screen, CHO-K1 cells, Fluo-8 calcium fluorescence, 1536-well | Muscarinic acetylcholine receptor M1 (Homo sapiens), P11229 | CHO-K1 hM1, ACh EC20; 0% = ACh EC20, 100% = maximal ACh | activation, % at 3 µM | actives 0.088% (n = 360,000) | AID 588819, 2011; in the data active means activation above about 19%, passing the limit was not always enough
# Target sequence (P11229 whole entry, looked up): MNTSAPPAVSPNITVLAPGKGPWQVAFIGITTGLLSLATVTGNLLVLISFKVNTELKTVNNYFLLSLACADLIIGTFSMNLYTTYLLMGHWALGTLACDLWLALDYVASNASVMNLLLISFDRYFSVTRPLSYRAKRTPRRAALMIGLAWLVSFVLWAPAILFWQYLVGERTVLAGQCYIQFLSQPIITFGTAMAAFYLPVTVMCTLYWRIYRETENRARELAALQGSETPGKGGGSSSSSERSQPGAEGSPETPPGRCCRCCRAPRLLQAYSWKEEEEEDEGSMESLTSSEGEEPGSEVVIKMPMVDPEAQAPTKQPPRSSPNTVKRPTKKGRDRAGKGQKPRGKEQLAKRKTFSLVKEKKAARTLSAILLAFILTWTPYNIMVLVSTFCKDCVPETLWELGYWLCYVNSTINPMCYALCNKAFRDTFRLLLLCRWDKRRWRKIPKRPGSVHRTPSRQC
# CHO parental Ca = ATP-evoked calcium signal inhibitors, parental CHO, primary screen, counter-screen for OX1R antagonist project, cell-based, fluorescence, Fluo-8 calcium dye; parental CHO-K1, ATP-induced calcium, Fluo-8 fluorescence; inhibition, % at 5.6 µM; actives 0.63% (n = 330,000);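 active means inhibition above that plate's mean sample inhibition plus 3 SD, cut at about 26% in these data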;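 further: 0% = ATP-challenged DMSO wells and 100% = DMSO wells without ATP; some compounds past the cut are filed as inactive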
#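 Material: parental CHO cells / Compound: single nominal dose of 5.6 µM per compound / Signal: Fluo-8 fluorescence / Replicates: singlicate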
# M1 ag parental = counter-screen for M1 agonists: effect in parental CHO-K1 cells. Fluo-8 calcium fluorescence; scaled to maximal ATP response, vehicle zero. activation, % at 3 µM. actives 0.48% (n = 360,000); in the data active means activation above about 15%;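 further: untransfected CHO-K1 host cells lacking M1 receptor as counterscreen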
# CHO-K1 Ca antag = nonselective inhibitor or artifact in parental CHO-K1 cells | ATP-induced calcium, Fluo-8 fluorescence | inhibition, % at 3 µM | actives 0.6% (n = 360,000) | AID 602250;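 active means inhibition above a per-plate cutoff, the plate's mean sample inhibition plus 3 SD, cut at about 24% in these data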;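 further: 0% = DMSO plus EC80 ATP and 100% = DMSO alone without ATP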
# M1 antag = human M1 muscarinic receptor antagonists, primary screen, CHO-K1 cells, Fluo-8 calcium fluorescence, 1536-well; CHO-K1 hM1, ACh EC80 antagonist; actives 1.3% (n = 360,000); inhibition, % at 3 µM; Muscarinic acetylcholine receptor M1 (Homo sapiens), P11229;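 active means percent inhibition above its own plate's cutoff, namely the mean of that plate's compound wells plus 3 SD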;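 further: peak over basal fluorescence ratio during 140 s after agonist addition; 0% = ACh EC80 plus DMSO and 100% = DMSO alone without agonist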
# M1 ag = human M1 muscarinic receptor agonists, primary screen, Fluo-8 calcium fluorescence, CHO-K1 cells, HTS; Muscarinic acetylcholine receptor M1 (Homo sapiens), P11229; CHO-K1 hM1, agonist mode; 0% DMSO, 100% acetylcholine EC100; activation, % at 3 µM; actives 0.33% (n = 360,000);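 active means activation above the run's mean compound activation plus 3 SD, cut at about 16% in these data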;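 further: peak over basal fluorescence ratio within a 140 s kinetic read after compound addition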
# TAAR1 antag = human TAAR1 antagonists, primary screen, Fluo-8 calcium fluorescence, CHO RD-HGA16 cells. Trace amine-associated receptor 1 (Homo sapiens), Q96RJ0. antagonist. inhibition, % at 3 µM. actives 1.5% (n = 360,000). AID 624466, 2012;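 active means inhibition above a per-plate cutoff, the mean inhibition of test compounds on that plate plus 3 SD, cut at about 49% in these data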;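 further: 0% = DMSO plus EC80 beta-PEA response and 100% = DMSO alone without agonist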
# Target sequence (Q96RJ0 whole entry, looked up): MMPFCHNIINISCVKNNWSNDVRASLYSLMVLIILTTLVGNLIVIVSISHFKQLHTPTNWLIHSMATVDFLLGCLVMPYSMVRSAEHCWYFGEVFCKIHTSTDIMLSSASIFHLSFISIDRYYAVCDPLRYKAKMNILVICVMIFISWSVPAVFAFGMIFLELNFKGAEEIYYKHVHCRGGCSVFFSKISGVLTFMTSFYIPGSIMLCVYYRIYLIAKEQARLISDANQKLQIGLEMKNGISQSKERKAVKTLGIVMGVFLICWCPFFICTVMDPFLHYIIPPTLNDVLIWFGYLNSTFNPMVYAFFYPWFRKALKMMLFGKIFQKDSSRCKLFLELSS
#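 Assay system: RD-HGA16 CHO cells with stable hTAAR1 and Gα16 / Reagent: EC80 β-phenethylamine stimulus / Doses: 3 µM, single point / Timing: dye loading 75 min at 37 °C, then 30 min room temperature / Measured by: Fluo-8 intracellular calcium dye fluorescence, real-time kinetic reads / Controls: vehicle wells and EC80 agonist wells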
# TAAR1 agonist = human TAAR1 agonists, primary screen, Fluo-8 calcium fluorescence, CHO RD-HGA16 cells; Trace amine-associated receptor 1 (Homo sapiens), Q96RJ0; vehicle wells 0%, saturating PEA agonist 100%; activation, % at 3 µM; actives 0.99% (n = 360,000); AID 624467, 2012;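 active means activation above the mean activation of all test compounds in the run plus 3 SD, cut at about 38% in these data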
#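 Assay system – CHO-derived RD-HGA16 cells with stable Gα16 and human TAAR1 · Compound dosing – one-point dosing at 3 µM (nominal) · Incubation – 17-24 h seeding, 75 min 37 °C dye, 30 min RT · Measured by – kinetic Fluo-8 calcium fluorescence · Control set – DMSO vehicle as 0%, PEA at EC100 as 100% · Repeats – single well for each compound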
# * marks the source's active call; other numbers are inactive results; . = not tested or not shown.
compound	M1 ag	CHO parental Ca	M1 ag parental	TAAR1 agonist	M1 PAM	CHO-K1 Ca PAM	M1 antag	TAAR1 antag	CHO-K1 Ca antag
CC(C)CC1=NN2C(=N)/C(=C\c3coc4ccccc4c3=O)C(=O)N=C2S1	125*	.	100*	355*	-31	-14	45*	104*	45*
Cc1cc(C)c(NC(=O)CNC(=O)COC(=O)CNC(=O)c2ccc(Cl)cc2Cl)c(C)c1	-3	-20	0.0	0	7	13	-4	3	-5
O=C(NNC(=O)c1ccccc1[N+](=O)[O-])c1ccccn1	-3	1	0.7	0	9	14	-8	-10	-8
CC(=O)N1c2ccc(S(=O)(=O)N3CCC(C(=O)Nc4cccc(C)c4)CC3)cc2CC1C (stereo not given)	0	12	10	5	-3	-13	4	10	-2
Cn1c(=O)c2c(SCC(=O)NC3CCCC3)nc(CC(C)(C)C)nc2n(C)c1=O	-2	-9	0.0	0	2	0	-6	-4	-6
COc1ccc(NC(=O)N(C)C[C@H]2Oc3ccc(NS(=O)(=O)c4ccccc4)cc3C(=O)N([C@H](C)CO)C[C@@H]2C)cc1	-1	.	-0.2	2	6	0	-12	11	-6
O=C(Nc1cc(Cl)ccc1-n1cncn1)c1ccc(Br)o1	-4	-16	0.2	1	8	16	-6	20	-15
CCN1CCN(c2nc(S(=O)(=O)c3ccc(C)cc3)c(Cl)s2)CC1	-16	-18	1.9	11	-30	-6	11	-1	-9
CCCCC1CCc2[nH]nc(C(=O)O)c2C1 (stereo not given)	-5	-10	-0.1	3	3	1	-2	7	-8
Cn1c(/C=C/c2ccccc2)nc2ccccc21	-6	-21	-1.1	2	6	23	-15	5	-26
O=C(NC(=S)Nc1ccc(CN2CCOCC2)cc1)c1cc2ccccc2o1	-7	6	4.2	15	-3	7	0	5	-6
O=Cc1ccc(Oc2ccc(F)cc2)nc1	-8	-5	3.2	2	-5	13	8	-3	-13

# Following part
compound	M1 ag	CHO parental Ca	M1 ag parental	TAAR1 agonist	M1 PAM	CHO-K1 Ca PAM	M1 antag	TAAR1 antag	CHO-K1 Ca antag
CCn1nc(C(=O)Nc2cccc(C(F)(F)F)c2)c(Cl)c1Cl	-5	-16	-0.1	8	0	-3	7	7	-1
Nc1cc(S(=O)(=O)N2CCOCC2)ccc1Oc1cccc(Br)c1	1	.	2.6	3	9	-3	2	3	24*
O=C(NCCO)/C(=C\c1cccc([N+](=O)[O-])c1)NC(=O)c1cccs1	-3	.	0.6	2	4	9	-3	0	-6
COCCN(CC(=O)Nc1cccc(C)c1C)C(=O)C1CCN(S(=O)(=O)c2ccccc2)CC1	-4	.	0.3	0	9	6	-10	-9	-12
O=S(=O)(Nc1ccc2c(c1)OCCO2)c1ccc2oc3ccccc3c2c1	3	20	6.4	8	0	6	4	-10	-14
CC(C)OCCCN1CC(=O)N2C(c3cccc([N+](=O)[O-])c3)c3[nH]c4ccccc4c3C[C@H]2C1=O (stereo not given in full)	-1	-12	5.2	14	1	7	1	21	-7
Cc1ccc(S(=O)(=O)N2CCN(CC(O)COc3ccccc3)CC2)cc1 (stereo not given)	-1	-2	4.5	-2	3	-8	-6	-5	-10
Cc1ccsc1/C=N/Nc1nc2ccccc2[nH]1	-9	.	1.5	4	4	13	1	5	-4
CCOC(=O)c1cc(-c2ccccc2C)nn1Cc1cc(CC)no1	-4	-20	-0.1	1	1	22	-3	4	-15
C=C1CCN(C(C(=O)OC)C(C)C)S(=O)(=O)c2ccc(F)cc21 (stereo not given)	-2	-9	-1.3	4	10	-11	7	-5	-2
Cc1cc(C(=O)N/N=C/C=C/c2ccccc2[N+](=O)[O-])c(C)o1	-4	-14	1.2	-1	5	14	-9	-4	-15
O=[N+]([O-])c1cccc(-c2ncc3ccccn23)c1	-5	-14	0.6	2	4	-1	5	0	-3

# Following part
compound	M1 ag	CHO parental Ca	M1 ag parental	TAAR1 agonist	M1 PAM	CHO-K1 Ca PAM	M1 antag	TAAR1 antag	CHO-K1 Ca antag
O=C(C1CCN(S(=O)(=O)c2cccc3cccnc23)CC1)N1CCN(C2CCCC2)CC1	-8	0	1.1	0	10	14	-19	-4	-6
O=C(N/N=C/c1cc(Br)ccc1O)C(=O)Nc1ccccc1OC(F)(F)C(F)F	-4	-9	0.9	5	1	13	-4	39	-29
CN(Cc1ccccc1)C(=O)COC(=O)c1cc([N+](=O)[O-])ccc1N1CCOCC1	-4	-32	2.4	5	4	13	-8	18	-8
CC(C)[C@H](NC(=O)c1ccco1)C(=O)N(C)Cc1ccc(C(F)(F)F)cc1	-4	-29	1.8	-1	-4	-4	1	2	-10
Cc1cccc(C(=O)NC(C)c2ccc(-n3ccnc3)cc2)c1C (stereo not given)	-4	0	0.7	1	5	-18	-4	-30	5
COc1ccc(N2CCN(CCC(O)c3ccc4ccccc4c3)CC2)cc1 (stereo not given)	2	-9	3.3	5	11	-4	3	-13	-6
O=C(NCCc1ccccc1)c1ccc(-c2ccc(F)c(F)c2)c2ccoc12	-4	.	-0.1	2	3	1	-6	39	-16
CC1=C(C(=O)Nc2ccccc2C(=O)N2CCC(C)CC2)SCCO1	-3	-18	1.1	2	7	15	-14	-11	-16
CCC(C)c1ccc(NC(=S)NCc2ccccn2)cc1 (stereo not given)	-2	-28	1.9	7	4	13	-1	4	-8
NC1=NC[C@H](c2ccccc2)N1CC1CCCCC1	-11	-7	0.4	11	2	6	1	5	-18
Cc1c(CCC(=O)O)c(=O)oc2cc3oc4c(c3cc12)CCCC4	-3	-4	0.3	-4	8	12	-7	-10	-4
O=c1cc(CCl)nc2scc(-c3ccccc3)n12	-5	-17	0.6	-1	8	17	-9	-10	-14

# Further compounds:
compound	M1 ag	CHO parental Ca	M1 ag parental	TAAR1 agonist	M1 PAM	CHO-K1 Ca PAM	M1 antag	TAAR1 antag	CHO-K1 Ca antag
COc1ccc(CC(=O)NNc2ncnc3c2cnn3Cc2ccccc2)cc1OC	-4	-4	0.3	5	4	6	-1	-2	-8
CC(=O)c1cccc(-c2ccnc3c2CC(C(=O)NCc2ccncc2)O3)c1 (stereo not given)	0	.	0.0	1	8	-11	-6	-14	5
Cc1c(/C=C/C(=O)c2ccccc2O)cnn1C	-3	-10	3.3	6	6	28	-14	-24	-15
COc1cccc(/C=N/Nc2nc(C)cc(=O)[nH]2)c1OC	-4	-5	0.1	0	9	9	-8	-18	-3
OCCCCCN=c1cc(-c2ccccc2)oc2ccc(Cl)cc12	-5	-23	0.2	1	3	-3	2	-3	-7
CCOC(=O)CSc1nnc(CNc2cccc(Cl)c2)n1-c1ccccc1	-1	-30	0.5	6	2	-3	5	12	-2
O=C(c1ccc2c(c1)OCCO2)N1CCN(Cc2ccccc2)CC1	-3	-2	0.0	0	11	4	-12	-2	-11
CCOC(=O)C1=CCN(S(=O)(=O)c2ccccc2Cl)C1c1ccc(C)cc1 (stereo not given)	-7	.	1.1	7	-10	8	6	9	5
CCCN(CCC)S(=O)(=O)c1cc2c3c(c1)CCN3C(=O)CC2	-2	-16	0.1	2	13	3	-21	-11	4
Cc1[nH]c2ccc(C(=O)OC(C)C(=O)N(C)C3CCCCC3)cc2c1C (stereo not given)	-1	.	0.0	-1	6	10	-23	15	-9
COc1ccc(NC(=O)c2cn(-c3ccccc3)nc2-c2ccncc2)cc1	-12	-24	2.1	10	-3	18	10	0	-1
Cc1c(NC(=O)COc2cccc3c2OC(C)(C)C3)c(=O)n(-c2ccccc2)n1C	-4	4	0.5	4	1	19	-4	-1	-10

# Among those listed so far, 2 contain a COOH group:
compound	M1 ag	CHO parental Ca	M1 ag parental	TAAR1 agonist	M1 PAM	CHO-K1 Ca PAM	M1 antag	TAAR1 antag	CHO-K1 Ca antag
CCCCC1CCc2[nH]nc(C(=O)O)c2C1 (stereo not given)	-5	-10	-0.1	3	3	1	-2	7	-8
Cc1c(CCC(=O)O)c(=O)oc2cc3oc4c(c3cc12)CCCC4	-3	-4	0.3	-4	8	12	-7	-10	-4

# With a hit mark in M1 antag (from the list above):
structure	M1 PAM	M1 antag	TAAR1 antag
CC(C)CC1=NN2C(=N)/C(=C\c3coc4ccccc4c3=O)C(=O)N=C2S1	-31	45*	104*

# The results go on:
compound	M1 ag	CHO parental Ca	M1 ag parental	TAAR1 agonist	M1 PAM	CHO-K1 Ca PAM	M1 antag	TAAR1 antag	CHO-K1 Ca antag
COc1ccc(Cl)cc1N(CC(=O)NCCSc1ccccn1)S(=O)(=O)c1ccccc1	-6	-13	5.8	11	-8	4	8	58*	-12
COc1ccc([N+](=O)[O-])cc1NC(=O)CSCc1ccccc1C	-8	-13	1.9	1	-6	25	4	-1	-7
CCOC(=O)c1c(-c2ccc(OC)cc2)csc1NC(=O)C1CCCO1 (stereo not given)	-8	-10	0.5	1	-10	14	10	6	1
CC(C)[C@H](NC(=O)OCc1ccccc1)C(=O)OCC(=O)N1CCN(c2ccccc2)CC1	2	-35	2.3	2	14	10	-20	-14	-5
COCCCNC(=O)C1c2ccccc2Oc2ccccc21	-5	-6	0.7	0	1	2	-4	6	2
COc1cc(O)c2c(=O)c3c(O)ccc(O)c3oc2c1	2	-4	0.9	5	16	10	-17	11	1
Cc1cc(C)n2c(SCC(=O)NCc3ccco3)nnc2n1	-1	-1	1.5	21	6	14	-3	-2	-16
COC(=O)c1ccc(C(=O)OC)c(NC(=S)N2CCOCC2)c1	-3	-8	-0.1	1	-6	-11	19	-13	2
CC(NC(=O)c1ccccc1OC(F)F)c1ccc(-n2ccnc2)cc1 (stereo not given)	-4	1	0.8	0	-5	12	2	5	3
COCC(=O)N(C)C[C@@H]1Oc2ncc(Br)cc2C(=O)N([C@@H](C)CO)C[C@H]1C	2	.	0.4	4	13	-10	-15	-12	7
CC(=O)c1ccc(OCCNS(=O)(=O)c2ccc(-n3cnnn3)c(C)c2)cc1	2	12	7.9	3	5	14	5	-6	0
Cn1c(=O)c2[nH]c(Cc3ccsc3)nc2n(C)c1=O	-1	.	0.5	4	1	17	-4	-16	-13

# The results go on:
compound	M1 ag	CHO parental Ca	M1 ag parental	TAAR1 agonist	M1 PAM	CHO-K1 Ca PAM	M1 antag	TAAR1 antag	CHO-K1 Ca antag
O=C(NCc1cccnc1)c1cccc(S(=O)(=O)N2CCOCC2)c1	-5	-6	0.2	9	9	1	-1	-3	-3
NC(=O)c1cccc2c(=O)oc3ccccc3c12	-3	-4	0.1	6	2	10	-14	-3	-14
COC(=O)C(NC(=O)CCc1nnc2ccc(N3CCCCC3)nn12)C(C)C (stereo not given)	-9	2	-0.5	3	9	11	-9	-2	-3
CC(=O)C1=NOC2C(=O)N(c3ccc(Cl)cc3)C(=O)C12 (stereo not given)	-4	9	2.1	2	5	2	-9	-1	-12
